SSB-PriA inh = K. pneumoniae PriA-SSBct interaction inhibition; AlphaScreen SSBct-PriA binding, biotinylated peptide; inhibition, % at 33 µM; 430,000 compounds, 0.6% hits; AID 1272365; in the data active means inhibition mostly above about 37%, no sharp cut-off; inactive means mostly below about 20%;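 further: plate controls were negative control peptide for no effect and reference peptide for full effect; strong numbers were not always called active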
Starred values were filed as active, the others as inactive; & = joins results of further samples. This is a subset; count on the stated rates, not on these rows.

SMILES	SSB-PriA inh
O=C1/C(=C/c2ccccn2)SC(=S)N1c1ccc2c(c1)OCO2	-2
COc1cccc2cc(C(=O)Nc3ccc(C)cc3C(=O)c3ccccc3)oc12	14
COc1ccccc1CC(N)=NOC(=O)COc1cccc2ccccc12	-54
CC(C)(Oc1ccc(Cl)cc1)C(=O)Nc1cnc(N2CCCC2)nc1	-9
CC(C)c1ccc(OCC(=O)N2CCN(Cc3nc(-c4ccco4)cs3)CC2)cc1	8
CSc1ccccc1NS(=O)(=O)c1cc2c3c(c1)CCN3C(=O)CC2	0
Cn1c(=NC(=O)c2ccc(S(=O)(=O)N3CCOCC3)cc2)sc2cc3c(cc21)OCCO3	-1
COc1ccc(C(=O)Oc2coc(CSc3nc(C)cs3)cc2=O)c(OC)c1	-3
Cc1ccc([C@H](CNC(=O)Nc2ccccc2Cl)OCCO)cc1	-3
CC(Oc1ccc(F)cc1)C(=O)N1CCN(c2ccc3nnc(C4CC4)n3n2)CC1 (stereo not drawn)	3
CCOc1ccc(C)cc1S(=O)(=O)NCC1CCN(C(C)C)CC1	-33
COC(=O)c1ccc(NS(=O)(=O)c2ccc(N3C(=O)CCS3(=O)=O)cc2C)cc1	-12
Cn1nc(CNC(=O)c2cccc(C(F)(F)F)c2)c2c1CCOC2	-11
CCOc1ccc(CC(=O)NCC(=O)Nc2nc3ccccc3[nH]2)cc1OCC	-12
Cc1cc(C)c(S(=O)(=O)N2CCOC23CCN(C(=O)c2ccc4ccccc4c2)CC3)c(C)c1	-7
Cc1c(Cl)cccc1S(=O)(=O)N1CCC[C@H](Cc2nc(C3CC3)no2)C1	-28
CN1C(=O)C(C)(C)COc2ccc(NC(=O)Cc3ccc(F)cc3)cc21	17
O=C(O)CCC(=O)Nc1ccc(Cl)cc1-c1nc2ccccc2[nH]c1=O	-2
Cc1ccc(-c2ccc(N3CCN(S(=O)(=O)c4ccccc4Cl)CC3)nn2)c(C)c1	-5
Cn1c(=O)c2cc(C(=O)Nc3cccnc3)sc2n(C)c1=O	5
COc1ccc(S(=O)(=O)NCCc2ccc(N(C)C)cc2)cc1	5
Cc1noc(C)c1CC(=O)Nc1nc(C(=O)NCc2ccc3c(c2)OCO3)co1	-1
COc1nc2ccccc2nc1N1CCN(c2ccccc2)CC1	-11
CC(=O)c1cccc(S(=O)(=O)NCc2ccccc2-c2ccsc2)c1	2
Cn1c(SCC(=O)Nc2cccc(Br)c2)nc2cc(-c3ccccc3)sc2c1=O	-14
COc1ccc(CCNC(=O)c2ccc(S(=O)(=O)NC3CC3)o2)cc1OC	-13
CCn1ncc(C=NNC(=O)c2ccc3c(c2)OCO3)c1C	-3
NS(=O)(=O)c1ccc(NC(=O)Cc2csc(NC(=O)c3ccc(=O)[nH]c3)n2)cc1	-4
S=C(CC12CC3CC(CC(C3)C1)C2)NCc1ccccc1	1
COC(=O)c1ccc(C(=O)NCC2(Sc3ccccc3)CCOCC2)cc1	-8
O=C(O)Cc1nc(-c2ccncc2)n[nH]1	-31
CCOC(=O)C1(C)C(=NNc2ccccc2)C(=O)C(=O)N1c1ccccc1 (stereo not drawn)	-6
NC(Cc1ccccc1Sc1ccccc1)=NO	-2
Cc1cc(=O)oc2cc(OCC(O)Cn3c(C)nc4ccccc43)ccc12 (stereo not drawn)	-6
O=C1C(=O)N(CCN2CCOCC2)C(c2cccnc2)C1=C(O)c1ccc(Cl)cc1 (stereo not drawn)	-6
O=C(N/N=C\c1ccccn1)c1cc(-c2ccc3ccccc3c2)n[nH]1	-8
O=C(O)C1(Cc2ccccc2Br)CCN(S(=O)(=O)c2ccccc2)CC1	-2&18
CN(C)C(CNS(=O)(=O)CCc1ccccc1)c1cccc2ccccc12 (stereo not drawn)	3
O=C(CSc1ccc2nnc(-c3cccc(F)c3)n2n1)NCc1ccccc1Cl	14
CS(=O)(=O)c1cccc(C(=O)Nc2nnc(-c3ccccc3Cl)o2)c1	-12
N#Cc1ccc(COCC2CCN(C(=O)NC(c3ccccc3)c3ccccc3)CC2)cc1	-1
O=C(CSc1nc2ccccc2[nH]1)Nc1cccc2ccccc12	2
Cc1nsc(C(=O)NCc2c(F)cccc2F)n1	-27
CCOc1ccc(NC(=O)CN2C(=O)c3ccccc3C2=O)c([N+](=O)[O-])c1	-10
Cc1cc(NC(=O)CCCN)on1	-4
CCC(=O)Nc1ccc(S(=O)(=O)NCC2(OC)CCSC2)c(C)c1 (stereo not drawn)	4
O=C(NCC1CCN(c2nc3ccccc3s2)CC1)c1ccsc1	1
O=C(NCC1(O)CCc2ccccc2C1)NC(c1ccccc1)c1ccccc1 (stereo not drawn)	-16
C[C@H](Oc1ccccc1)C(=O)N1CCC(c2nnc(-c3ccoc3)o2)CC1	-24
O=C(NN=Cc1ccc(Cl)cc1Cl)c1cccc(N2CCCC2=O)c1	-7
CCOC(=O)c1ccc(NC(=O)c2ccc3nccnc3c2)cc1	-6
COc1ccc(C(=O)NCc2nnc(SCc3ccccc3)n2Cc2ccccc2)cc1	25
O=C(Nc1ccccc1Cl)N[C@H](c1cccnc1)C1CCOCC1	-13
COc1ccc(CCNC(=O)c2nn(-c3ccc(F)cc3)c(=O)cc2OC)cc1OC	-7
CCCN1CCCc2cc(CCNS(=O)(=O)c3ccc(CC)s3)ccc21	60*
CCOC(=O)CNC(=O)c1nnn2cc(-c3ccccc3OC)[nH]c(=O)c12	-4
C=C1[C@@H](O)[C@@H]2O[C@]3(CC[C@H](/C=C/[C@@H](C)[C@@H]4CC(C)=CC5(O[C@H](CC(C)(O)C(=O)OC)CC[C@H]5O)O4)O3)CC[C@H]2O[C@@H]1[C@@H](O)C[C@H](C)[C@H]1OC2(CCCCO2)CC[C@H]1C (stereo partly drawn)	-5
COc1cccc(COc2cn(C)c(C(=O)Nc3nc4ccccc4s3)cc2=O)c1	-6
Cc1nn(-c2ccccc2)c(N2CCCCC2)c1/C=N\NC(=O)C12CC3CC(CC(C3)C1)C2	-15
O=C(NN=Cc1cn(-c2cccs2)nc1-c1ccccc1)c1ccccc1Cl	6

Next records follow.
SMILES	SSB-PriA inh
Cn1nc(C(=O)NCc2nn(C3CCCC3)c(=O)c3ccccc23)ccc1=O	2
CCN(CC)S(=O)(=O)c1cccc(NN=C(C#N)C#N)c1	39
CCOC(=O)CNC(=O)CSc1nc2[nH]ncc2c(=O)[nH]1	11
COc1ccc(OCC(=O)NCCOc2ccc3nnc(-c4ccccc4)n3n2)cc1	-8
O=C(NC1CC(=O)N(c2ccc(F)cc2)C1)c1cccc2ccccc12 (stereo not drawn)	-11
Cn1cc(CC(=O)NCC#CCN2CCOCC2)c2ccccc21	-1
O=C(Cn1cnc2c(cnn2C2CCS(=O)(=O)C2)c1=O)c1ccc2c(c1)OCO2 (stereo not drawn)	-5&-3
CCCS(=O)(=O)Nc1ccc2c(c1)NC(=O)C(C)(C)CO2	-4
O=C(Cn1nc(-c2ccco2)ccc1=O)NCCn1nc(-n2cncn2)ccc1=O	-11
COc1ccccc1N1CCN(CCNC(=O)c2cc(OC)c(OC)c(OC)c2)CC1	-2&0
O=C(Nc1ccc(SCCN2CCOCC2)nn1)C1CC1	3
CCc1ccc(C=NNc2nn[nH]n2)cc1	-3
COCCNC(=S)NN=C(C)c1cc2ccccc2o1	-8
O=C(c1csc(Nc2ccccc2)n1)N1CCc2ccccc2C1	38
CCCOC(=O)Nc1ccc(I)cc1C	-9
O=C(CSc1ccc(F)cc1)NCc1cc(-c2ccco2)on1	-9
CCN1CCN(CC(=O)Nc2ccc([N+](=O)[O-])cc2)C(=O)C1=O	-5
CCOC(=O)c1nn(-c2ccc(F)cc2)c(=O)cc1OCc1cccc(C(F)(F)F)c1	3
CCCn1cc(C(=O)NCC2CCCO2)c(S(=O)(=O)N2CCN(c3ccccc3Cl)CC2)n1 (stereo not drawn)	-3
COc1ccc(S(=O)(=O)CCC(=O)Nc2cc(C)nn2C)cc1	-11
C/C=C\C(=O)NCCn1ncc2c(=O)n(Cc3ccccc3C)cnc21	-6
O=C(NCc1cccnc1-c1ccsc1)c1ccc(-n2cccc2)cc1	24
COc1ccc(NC(=O)Nc2ccc(Nc3ccc(C)nn3)cc2)cc1Cl	-9
COc1ccccc1OCC(=O)NCCCc1ccc(N(C)C)cc1	18
Cc1ccc(S(=O)(=O)Nc2ccc(S(=O)(=O)Nc3nccs3)cc2)cc1	-13
O=S(=O)(/C=C/c1ccccc1)N1CCCC(Cc2nc(-c3ccccc3F)no2)C1 (stereo not drawn)	2
COc1ccc(-n2c(C)nc3ccc(NC(=O)C4CCCO4)cc3c2=O)cc1 (stereo not drawn)	-5
Nc1ccc2c(c1)CC(=O)N2	17
CC(C)c1ccc(OCC(=O)Nc2nnc(-c3ccc(Br)o3)o2)cc1	-8
CNC(=O)c1c(NC(=O)c2cccc(OC)c2OC)sc(C)c1C	-23

Arranged by count of non-hydrogen atoms (ascending): 13 of the compounds above.
SMILES	SSB-PriA inh
Nc1ccc2c(c1)CC(=O)N2	17
CCCOC(=O)Nc1ccc(I)cc1C	-9
CCc1ccc(C=NNc2nn[nH]n2)cc1	-3
COCCNC(=S)NN=C(C)c1cc2ccccc2o1	-8
CCN1CCN(CC(=O)Nc2ccc([N+](=O)[O-])cc2)C(=O)C1=O	-5
O=C(c1csc(Nc2ccccc2)n1)N1CCc2ccccc2C1	38
CC(C)c1ccc(OCC(=O)Nc2nnc(-c3ccc(Br)o3)o2)cc1	-8
O=C(NCc1cccnc1-c1ccsc1)c1ccc(-n2cccc2)cc1	24
COc1ccc(NC(=O)Nc2ccc(Nc3ccc(C)nn3)cc2)cc1Cl	-9
COc1ccc(-n2c(C)nc3ccc(NC(=O)C4CCCO4)cc3c2=O)cc1 (stereo not drawn)	-5
O=S(=O)(/C=C/c1ccccc1)N1CCCC(Cc2nc(-c3ccccc3F)no2)C1 (stereo not drawn)	2
CCOC(=O)c1nn(-c2ccc(F)cc2)c(=O)cc1OCc1cccc(C(F)(F)F)c1	3
CCCn1cc(C(=O)NCC2CCCO2)c(S(=O)(=O)N2CCN(c3ccccc3Cl)CC2)n1 (stereo not drawn)	-3

Continued.
SMILES	SSB-PriA inh
Cc1cc(C(=O)Nc2nc(C(=O)NCCOc3ccc(F)cc3)co2)no1	0
COC(=O)c1ccc(-c2csc(NC(=O)COc3ccccc3F)n2)cc1	-2
Cc1cc(Cl)ccc1OC(C)C(=O)N/N=C\c1ccc(N(C)C)cc1 (stereo not drawn)	-1
CCC(C(=O)Nc1cccc(-c2ccc(N3CCOCC3)nn2)c1)c1ccccc1 (stereo not drawn)	13
CCC(=O)Nc1nc(-c2ccccn2)cs1	18
COc1ccc2cc(C(=O)N3C4C=CCC3CC4)[nH]c2c1 (stereo not drawn)	-7
CC(C)(C)c1cc(NS(=O)(=O)c2cccc(F)c2)cc(C(C)(C)C)c1	-3
CCOc1c(C)cc(S(=O)(=O)Nc2ccc3c(c2)N(C(=O)CC)CCC3)cc1C	4
O=S(=O)(c1cccnc1)N1CCN(Cc2nc3ccccc3[nH]2)CC1	4
O=C(COc1ccc(Cl)cc1Cl)NCC(c1ccsc1)N1CCCC1 (stereo not drawn)	0
CC(N)=C(C#N)C(=O)COC(=O)C(NS(=O)(=O)c1ccc(Cl)cc1)C(C)O (stereo not drawn)	-7
Cc1cccc(C=NNC(=O)c2ccncc2)n1	-6
Cc1cc(C(=O)N2CCN(C(=O)c3cnn4ccccc34)CC2)no1	-4
O=C(CCCSc1ccc(NC(=O)c2ccc(F)cc2)nn1)NCC1CCCO1 (stereo not drawn)	-19
CCOC(=O)CSc1ccc(NC(=O)C(C)C)nn1	-16&6

Reprinted from the part before: four compounds, then new ones.
SMILES	SSB-PriA inh
Cc1cccc(C=NNC(=O)c2ccncc2)n1	-6
Cc1cc(C(=O)N2CCN(C(=O)c3cnn4ccccc34)CC2)no1	-4
O=C(CCCSc1ccc(NC(=O)c2ccc(F)cc2)nn1)NCC1CCCO1 (stereo not drawn)	-19
CCOC(=O)CSc1ccc(NC(=O)C(C)C)nn1	-16&6
CC(O)Cn1c(SCc2c(F)cccc2Cl)nc2ccsc2c1=O (stereo not drawn)	13
C=CCN1C(=O)C(C)(C)COc2ccc(NC(=O)c3ccc(OCCCC)cc3)cc21	24
C/C(C=NNC(=O)c1ccc2nc(C)[nH]c2c1)=C\c1ccccc1	7
Cc1ccc(S(=O)(=O)NCCCN2CCO[C@H](c3ccccc3)C2)s1	-3
COCCCNC(=O)C(=O)NC1CCCC1	-3
Cc1nc(-c2cccc(F)c2)sc1CCNC(=O)c1cc2ccccc2oc1=O	-19
O=C(Cc1ccc(F)cc1)Nc1nnc(-c2cc3ccccc3o2)o1	-10
CSc1nnc(-c2ccccc2NC(=O)/C=C/c2cccc(F)c2)o1	-10
CS(=O)(=O)N1CCc2nc(NC(=O)COc3ccccc3F)sc2C1	6
CC(C)n1c(=O)c2ccccc2n(Cc2nc(-c3cccc(C(F)(F)F)c3)no2)c1=O	-7
O=C1CC[C@@H](C(=O)NC2CCC(Oc3ccccn3)CC2)N1 (stereo partly drawn)	-10
Cc1ccc(C)c(S(=O)(=O)NN=C2CCCc3ccccc32)c1	-11
CC(C)(Oc1ccc(Cl)cc1)C(=O)Nc1ccccc1Cc1nc(-c2ccncc2)no1	-4
Cc1nn(-c2ccccc2)c(C)c1N1CCN(C(=O)Cc2ccc(S(=O)(=O)C(C)C)cc2)CC1	2
CC1CCCC(C)N1C(=O)c1ccc(CNS(=O)(=O)c2cccc(C(F)(F)F)c2)cc1 (stereo not drawn)	-10
Cc1cc(C)n(CCN(C(=O)c2cccs2)c2nc3ccccc3s2)n1	-13
O=C(NCc1cnn2c1CCCC2)c1cc(-c2ccc(F)cc2)c[nH]1	26
COc1ccc(C(O)=C2C(=O)C(=O)N(CCN(C)C)C2c2ccccc2)cc1Cl (stereo not drawn)	3
O=c1c2scc(-c3cccc(F)c3)c2ncn1Cc1cccc(C(F)(F)F)c1	-7
COC1(CNS(=O)(=O)/C=C/c2ccccc2)Cc2ccccc2C1	-12
Cc1nc2ccc(NC(=O)c3ccc(C#N)cc3)cc2s1	2

Source: PubChem (Small Molecule Screening Facility, UW Madison)
